# Screens (PubChem BioAssay)
# PP1 inh = counter-screen for PP5 inhibitors: inhibitors of human PP1-alpha; AID 2235; P62136; 0.9% of 320,000 active; inhibition, % at 6.7 µM; purified PP1alpha, OMFP fluorescence;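 active = inhibition above the mean inhibition of all tested compounds plus 3 SD, computed separately for each screening campaign, cut at about 15% in these data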
# PP5 inh = PP5 (human) phosphatase inhibition | P53041 | purified PP5c, OMFP substrate fluorescence | inhibition, % at 6.7 µM | 0.18% of 320,000 active;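 active = inhibition above the campaign's mean inhibition across all tested compounds plus 3 SD, cut at about 9.5% in these data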;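 note: 0% = DMSO only and 100% = 100 µM cantharidin control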
# Target sequence (P53041 whole entry, looked up): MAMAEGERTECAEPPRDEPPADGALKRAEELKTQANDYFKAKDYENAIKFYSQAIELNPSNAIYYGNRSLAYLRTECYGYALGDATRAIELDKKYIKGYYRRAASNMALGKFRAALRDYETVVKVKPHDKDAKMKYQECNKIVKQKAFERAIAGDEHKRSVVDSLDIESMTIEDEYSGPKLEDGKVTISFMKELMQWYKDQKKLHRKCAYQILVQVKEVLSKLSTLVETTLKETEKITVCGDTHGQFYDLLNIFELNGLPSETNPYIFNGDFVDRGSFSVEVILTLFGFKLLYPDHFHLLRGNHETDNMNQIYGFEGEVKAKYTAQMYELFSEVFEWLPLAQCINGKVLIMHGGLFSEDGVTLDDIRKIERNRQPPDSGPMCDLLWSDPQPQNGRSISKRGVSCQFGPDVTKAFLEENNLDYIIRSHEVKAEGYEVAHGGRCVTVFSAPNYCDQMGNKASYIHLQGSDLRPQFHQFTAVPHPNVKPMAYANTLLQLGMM
# Fh CTSL1 inh = counter-screen for PFM18AAP inhibitors: inhibitors of F. hepatica cathepsin L1; recombinant F. hepatica cathepsin L1, Z-Leu-Arg-MCA fluorescence; 0.49% of 300,000 active; AID 1906; inhibition, % at 5.96 µM;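 active = inhibition above the mean of all tested compounds plus 3 SD, set per screening campaign, cut at about 17% in these data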;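 note: 0% = plate median of test compound wells and 100% = 1 µM Z-Phe-Ala-diazomethylketone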
# VLA-4 inh = inhibition in a human VLA-4 binding assay | inhibition, % (about 7 µM as worked out from the volumes in the protocol) | P13612 | 0.2% of 330,000 active | VLA-4 expressing cells, ligand binding flow cytometry; in the data active = inhibition above about 50%
# procasp3 activ = procaspase-3 (human) activation | P42574 | activation, % at 8.5 µM | 0.11% of 330,000 active | recombinant procaspase-3 D3A, Ac-DEVD-pNA absorbance 405 nm;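 active = activation above the mean of all tested compounds plus 3 SD, cut at about 21% in these data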;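 note: 0% = DMSO alone and 100% = DMSO wells spiked with extra 5 µM PC-3 D3A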
#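 Assay system – Procaspase-3 D3A mutant, all three cleavage aspartates alanine · Controls – DMSO-only low control, 5 µM PC-3 D3A high control · Schedule – 1 h compound preincubation, 2 h substrate hydrolysis at 25 °C · Signal – 405 nm absorbance of p-nitroaniline, reads at 0 and 120 min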
# GRK2 inh = blocks RNA aptamer binding to human GRK2 | inhibition of aptamer binding, % at 10 µM | bead flow cytometry, FAM-aptamer displacement from GRK2 | AID 488847 | 0.59% of 330,000 active;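 active = inhibition of aptamer binding above 40%, roughly 3 SD of noise, on plates passing a quality check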;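 note: median bead fluorescence of bound FAM aptamer so fluorescent compounds give negative values; no value below 0 was filed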
# GASC-1 inh = inhibitors of human GASC-1 (JMJD2C) demethylase; Q9H3R0; GST-JMJD2C(1-420) H3K9me3 demethylation, DELFIA europium; inhibition, % at 2.35 µM; 0.069% of 330,000 active;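 active = more than half of a compound's replicate wells show inhibition beyond 50%, single wells judged on their own value; inconclusive = some, but no more than half, of replicates pass 50% inhibition; inactive = no replicate passes 50% inhibition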;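 note: signal counts dimethyl H3K9 product captured on neutravidin plate; 0% = median of DMSO wells and 100% = 0.3 times that DMSO median; strong numbers were not always called active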
# Target sequence (Q9H3R0 1-420 limits assumed): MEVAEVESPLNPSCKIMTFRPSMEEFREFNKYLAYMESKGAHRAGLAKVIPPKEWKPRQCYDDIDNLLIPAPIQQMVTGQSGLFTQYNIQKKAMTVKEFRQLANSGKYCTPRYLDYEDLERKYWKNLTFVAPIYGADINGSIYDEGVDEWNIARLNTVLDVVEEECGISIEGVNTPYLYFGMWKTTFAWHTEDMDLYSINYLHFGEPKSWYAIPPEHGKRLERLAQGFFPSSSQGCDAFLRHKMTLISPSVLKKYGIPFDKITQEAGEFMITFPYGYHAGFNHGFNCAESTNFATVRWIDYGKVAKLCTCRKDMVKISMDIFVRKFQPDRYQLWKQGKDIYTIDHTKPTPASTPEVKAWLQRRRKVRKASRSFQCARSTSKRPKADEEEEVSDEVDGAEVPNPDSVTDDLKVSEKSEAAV
# HCV core dimer = HCV core protein dimerization inhibition; inhibition, % at 5 µM; AID 1899; TR-FRET GST/Flag-core106 dimerization, 1536-well; 0.33% of 300,000 active;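 active = inhibition above the mean of all tested compounds plus 3 SD, set per screening campaign, cut at about 45% in these data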
#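 Material: GST/Flag-tagged HCV core106 proteins. Incubation: 4 h, 22.5 °C incubation. Read-out basis: inhibition (%) from 671 over 617 nm ratio. Measured by: TR-FRET, excitation 340 nm, emission 617 and 671 nm.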
# proCasp7 act = activates human procaspase-7, counter-screen for procaspase-3 activators; P55210; 0.093% of 330,000 active; AID 463210; activation, % at 8.5 µM; recombinant procaspase-7, Ac-DEVD-pNA absorbance 405 nm; D23A/D198A/D206A triple mutant, cannot self-cleave; scale: DMSO 0, 5 µM enzyme 100;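 active = percent activation above the screen-wide mean plus 3 SD, cut at about 25% in these data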
#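 Replicates: singlicate. Assay system: Procaspase-7 triple mutant (PC-7 D3A). Signal: 405 nm absorbance of p-nitroaniline. Times: 1 h preincubation, 2 h reaction. Buffer or medium: Zinc-free HEPES pH 7.4 with 300 mM NaCl, 0.01% Triton X-100. Also added: DEVD-pNA substrate. Benchmarks: DMSO wells as 0%, DMSO with 5 µM added PC-7 as 100%.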
# * marks the source's active call; other numbers are inactive results; i = inactive; ? = inconclusive; nt = not tested or not shown.
SMILES,PP1 inh,PP5 inh,Fh CTSL1 inh,VLA-4 inh,procasp3 activ,GRK2 inh,GASC-1 inh,HCV core dimer,proCasp7 act
COc1cccc(CNC(=O)CCNC(=O)c2ccccc2OC)c1,-0.7,-1.3,1.2,13.8,14.2,3.0,7.7,-1.5,-3.5
Cc1c(NC(=O)C2CC(c3c(F)cccc3Cl)=NO2)c(=O)n(-c2ccccc2)n1C (stereo not drawn),-1.9,-0.6,-2.4,-1.1,-1.7,1.0,3.7,0.8,4.7
CCOc1ccc(S(=O)(=O)NC2CC2)cc1,-3.8,1.3,-3.4,2.8,6.0,nt,-9.3,-0.3,3.5
COc1ccc(Sc2nnc(-c3ccccc3)cc2C#N)cc1,0.9,1.3,2.8,31.7,3.2,0.0,-3.1,-3.0,-3.8
COc1ccccc1C1CCN(C(=O)c2ccc(Cl)cc2)CC1,0.1,2.6,-2.8,7.3,-16.1,2.0,-7.8,9.3,0.7
CN(C)C(CNc1ncnc2sc3c(c12)CCCC3)c1ccco1 (stereo not drawn),-2.1,0.8,-1.9,-1.4,-0.8,1.0,8.4,1.6,2.7
O=C(CCC(=O)N1CCSc2ccccc21)NCCc1ccccc1,-0.5,3.8,1.1,2.3,1.3,0.0,-5.1,0.8,3.7
CC1(c2ccccc2)CC2CC(c3ccccc3)N1O2 (stereo not drawn),2.4,-2.0,3.5,-3.7,2.1,0.0,3.3,-1.7,9.4
Cc1cc(NC(=O)CSc2nnc(-c3cccc(Cl)c3)o2)no1,-0.6,-0.2,5.4,-5.3,9.9,0.0,-5.0,-0.5,7.7
CCC1CCCCN1CCCNC(=O)Cn1c(=O)c2cccn2c2ccccc21 (stereo not drawn),-4.3,-0.4,-4.1,-119.2,-3.0,6.0,-5.5,8.7,-1.8
Cc1ccc2oc(=O)c3cnn(CC(=O)NC4CCN(Cc5ccccc5)CC4)c3c2c1,4.8,1.2,-0.5,10.1,8.4,1.0,-8.1,6.5,-6.9
O=[N+]([O-])c1cccc2ccc(/C=C/c3ccc(Cl)cc3)nc12,2.6,-0.1,5.5,-1.8,0.9,3.0,-0.9,2.7,3.0
CCN(CC)CCOC(=O)C(Cc1cccc2ccccc12)CC1CCCO1 (stereo not drawn),1.0,-0.1,-5.0,-21.9,5.2,6.0,-0.9,4.8,-0.1
Cc1ccc(C2=NN(C(=O)CN3C(=O)c4ccccc4S3(=O)=O)C(c3ccco3)C2)cc1 (stereo not drawn),2.0,4.4,0.0,7.8,-0.5,1.0,0.1,12.0,-3.9
CCOC(=O)c1csc(NC(=O)CSc2nnnn2CC)n1,-1.0,0.0,-0.2,2.0,-2.4,1.0,-3.6,-11.2,6.7
Cc1ccc(S(=O)(=O)NC(C)C(c2cccs2)N2CCN(C)CC2)cc1 (stereo not drawn),-4.6,1.6,-2.6,5.0,-5.0,0.0,-3.0,-0.2,5.4
CCCC(c1nnnn1Cc1cccs1)N1CCN(c2nc3ccccc3s2)CC1 (stereo not drawn),5.2,5.0,-1.2,2.6,5.0,0.0,5.2,25.6,-12.2
Cc1ccccc1NS(=O)(=O)c1cc2c(cc1C)NC(=O)CO2,1.6,-0.4,0.2,-29.0,5.8,8.0,6.4,17.4,-6.2
COc1cccc(C(=O)N2CCN(C(=O)Cc3ccccc3)CC2)c1,0.0,-0.1,0.5,15.4,1.7,0.0,-3.8,1.3,-1.4
Cc1cc(NC(=O)CSc2nc3cc(C(=O)NCCCOC(C)C)ccc3c(=O)n2Cc2ccco2)no1,2.6,-0.4,3.1,9.6,-0.6,2.0,-4.7,7.3,7.0
Cc1cc(C)n(CCC(=O)N2CCc3ccccc32)n1,-2.7,-0.4,3.6,22.3,4.0,0.0,3.2,-3.7,5.6
CN(C(=O)CN(c1ccccc1)S(=O)(=O)c1ccc(F)cc1)C1CCS(=O)(=O)C1 (stereo not drawn),-4.1,-1.6,4.1,8.2,2.0,1.0,-13.7,-3.3,8.9
O=C(C[N+]1(CC#Cc2ccccc2)CCCCC1)c1ccccc1,-0.1,0.6,-3.4,4.2,-5.1,0.0,2.0,-5.3,4.3
O=C(CSc1nc2scc(-c3ccccc3)c2c(=O)[nH]1)NC1CCCCC1,-1.3,1.2,2.1,-6.6,-3.7,2.0,1.8,12.5,-11.9
COc1ccccc1NS(=O)(=O)c1cc(N=N/C(C(=O)Nc2ccc(Cl)cc2)=C(/C)O)ccc1C,nt,nt,nt,-8.4,0.2,0.0,-0.2,nt,5.5
Cc1ccc(C(O)CSc2nnc(-c3ccc4ccccc4c3)n2C)cc1 (stereo not drawn),-0.8,-0.4,3.2,8.4,-6.2,0.0,6.0,3.5,-5.5
O=C(NCCc1nc2ccccc2[nH]1)C1CCC(=O)N(CCc2cccc(F)c2)C1 (stereo not drawn),-1.9,-0.1,-3.2,6.3,-2.7,39.0,6.1,2.1,8.6
O=C(CSc1ncnc2ccccc12)Nc1ccc2c(c1)OCO2,-2.3,-0.2,-3.3,19.0,1.7,0.0,-1.8,5.3,1.7
COc1ccc(NC(=O)Nc2cccc3c2O[C@@H](CN(C)CC2CCCCC2)[C@@H](C)CN([C@H](C)CO)C3=O)cc1,nt,nt,nt,-7.4,-6.5,0.0,-2.1,nt,-3.7
O=C1CN(C(=O)COC(=O)CCC(=O)c2ccc(Cl)cc2)c2ccccc2N1,nt,nt,nt,7.8,3.8,0.0,-6.7,nt,-0.2
COc1cccc(/C=C2\SC(=S)N(CCCC(=O)Nc3cc(C)on3)C2=O)c1,0.6,-0.3,0.0,-24.3,7.3,0.0,10.9,17.8,3.0
C/C(=N/N1CCN(c2ccccn2)CC1)c1ccc([N+](=O)[O-])cc1,0.0,2.6,1.1,-6.8,-7.7,0.0,4.3,-0.9,-4.6
Nc1nc(SCC(=O)Nc2cccc([N+](=O)[O-])c2)n[nH]1,nt,nt,nt,-5.6,-0.8,0.0,2.5,nt,1.2
CCCCNc1cc(F)nc(N)n1,-4.6,-2.1,-0.1,7.3,4.7,0.0,-8.8,8.4,10.7
CCN(C(=O)COC(=O)CCc1ccccc1)c1ccccc1,-1.6,3.9,-1.4,3.6,4.1,0.0,0.2,0.5,1.0
COc1cc(/C=C2\CCCc3c2nc2ccccc2c3C(=O)O)cc(OC)c1O,-2.4,-1.3,2.0,-2.5,-2.2,0.0,1.4,-3.7,-19.9
O=C(CCN1C(=O)[C@@H]2Cc3ccccc3CN2C1=O)N[C@H](C(=O)O)c1ccccc1,0.3,0.8,2.2,0.9,6.7,0.0,3.5,-3.8,-4.8
O=C(CN1CCOCC1)Nc1ccccc1C(=O)O,-1.1,-0.8,-1.0,-4.5,1.7,2.0,16.8,0.7,5.3
CCOC(=O)N1CCC(NC(=O)c2ccc3c(c2)N(Cc2ccc(C)cc2)CCS3)CC1,-0.6,1.9,3.1,7.1,7.6,0.0,i,8.1,6.5
COc1ccc(N2CC(O)=C(c3nc4ccccc4s3)C2=N)c(OC)c1,3.2,2.5,0.1,-10.0,3.9,0.0,-5.6,-3.2,-2.1
CC(NC(=O)COC(=O)c1cccnc1Cl)C12CC3CC(CC(C3)C1)C2 (stereo not drawn),nt,nt,nt,-4.3,14.3,0.0,1.3,nt,10.1
CCOC(=O)c1ccc(N=Nc2c(C)c(C#N)c(O)[nH]c2=O)cc1,2.0,1.9,-3.5,-4.2,2.3,0.0,-0.1,-10.0,1.6
CCN(CC)S(=O)(=O)c1ccc(/C=C/C(=O)Nc2ccc(F)c(F)c2F)cc1,2.2,1.4,-2.1,32.2,0.1,0.0,-4.6,9.0,1.6
CC1(C)CC(=O)C(C=NCCN2CCN(C(=S)Nc3ccccc3)CC2)=C(O)C1,-1.9,1.2,-1.1,24.4,-3.2,0.0,-45.7,-3.2,-7.4
O=C(Nc1ccc(Cl)cn1)c1cnn2cccnc12,0.0,0.3,-0.4,0.0,-6.2,0.0,nt,-2.6,1.8
O=C(NCCc1ccccn1)C1CCCN(S(=O)(=O)Cc2ccccc2)C1 (stereo not drawn),-0.5,-0.7,0.1,7.8,-5.2,0.0,4.4,-4.5,-1.7
O=C(Nc1nccs1)c1cc2cc(Cl)ccc2oc1=O,3.7,1.4,1.8,2.0,-2.8,9.0,0.3,-0.6,4.2
COc1cc(-c2cc(C(=O)OCC(=O)Nc3ccc4c(c3)OCO4)c3ccccc3n2)cc(OC)c1OC,6.2,-0.6,-3.9,1.9,2.7,2.0,-15.6,46.1*,-0.5
COCCCNc1nc2ccccc2nc1NS(=O)(=O)c1cc(Cl)ccc1Cl,-2.5,1.6,-6.8,-1.1,0.2,0.0,4.9,3.5,-4.0
CN1CCN(C(=S)NC(=O)c2ccc(S(=O)(=O)N3CCOCC3)cc2)CC1,3.2,0.2,-2.7,-0.1,-22.5,0.0,37.9,0.8,-31.0
O=[N+]([O-])c1cc(C(F)(F)F)cc([N+](=O)[O-])c1NCCCN1CCOCC1,-1.7,2.7,2.8,1.4,2.5,1.0,0.7,-3.0,1.8
COc1ccc(OC)c(NC(=O)C2CC(=O)n3ncnc3N2)c1 (stereo not drawn),-2.6,1.1,1.3,-8.0,-5.7,2.0,-4.0,-3.6,15.6
Clc1ccccc1Nc1c2c(nc3ncnn13)CCC2,-0.1,-0.5,6.7,-1.1,-7.1,2.0,?,-5.7,1.8
CNC(=O)C1CCC(=O)N1Cc1ccc(C)cc1 (stereo not drawn),-3.4,1.0,-3.9,-2.5,4.3,0.0,2.0,-1.9,5.7
COc1cc(SC)ccc1C(=O)NCCN1CCOCC1,0.4,-1.6,-3.7,-0.1,7.5,0.0,0.9,2.3,7.1
COc1ccc(NC(=O)Nc2cccc([N+](=O)[O-])c2)cc1Cl,-0.5,3.3,-1.3,12.4,11.1,3.0,4.9,1.8,0.6
O=C(COc1ccc(Cl)cc1)NCc1ccccc1,-1.6,1.3,-1.7,3.3,-1.9,1.0,-9.6,-2.5,13.2
O=C(Cn1nc2sc3ccccc3n2c(=O)c1=O)c1ccc(Cl)cc1,-4.6,-2.9,3.2,9.8,-1.7,2.0,-0.7,-0.7,15.8
COc1nccc(C(F)(F)F)c1C(=O)Nc1ccc(Cl)cc1,-1.6,0.6,-0.8,-3.6,-3.6,1.0,-0.5,0.3,1.6

# One compound at a time, as listed above. Values in the order: PP1 inh, PP5 inh, Fh CTSL1 inh, VLA-4 inh, procasp3 activ, GRK2 inh, GASC-1 inh, HCV core dimer, proCasp7 act
# Record of O=C(CSc1ncnc2ccccc12)Nc1ccc2c(c1)OCO2 → -2.3, -0.2, -3.3, 19.0, 1.7, 0.0, -1.8, 5.3, 1.7
# Record of CCOC(=O)N1CCC(NC(=O)c2ccc3c(c2)N(Cc2ccc(C)cc2)CCS3)CC1 → -0.6, 1.9, 3.1, 7.1, 7.6, 0.0, i, 8.1, 6.5
